Large T inhibition: TAg ATPase/helicase activity blockers – biochemical (AID 1903); SV40 large T antigen ATPase/helicase inhibition assay; higher % means a stronger effect; one-dose inhibition, % at 20 µM; IC50 in µM for titrated hits; 0.39% of 310,000 active; in the data active = a potency from the dose series; inconclusive = inhibition mostly from about 32% at the one dose, without a potency; inactive = the rest, 99 in 100 with inhibition below about 32%; note: strong numbers were not always called active
CSM14.1 death rescue: protection against thapsigargin-triggered cell killing – 384-well, CSM14.1, ATP luminescence, primary screen (AID 1222); CSM14.1 thapsigargin-induced death rescue, ATP luminescence; higher % means a stronger effect; 190,000 tested, under 10 active; one-dose cellular ATP content (survival), % at 20 µM; EC50 in µM for titrated hits;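 active = EC50 below 50 µM in the dose-response confirmation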;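 note: death triggered by thapsigargin at about 15 µM added after 2 h compound pretreatment; cell ATP read after overnight thapsigargin exposure of roughly 18 to 22 hours; normalized against plate controls of thapsigargin alone and 5% DMSO vehicle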
Yfh1-depleted yeast: enhancers of respiration in Yfh1-depleted yeast, dose response, Friedreich's ataxia, plus single-dose screen (AID 1465). S. cerevisiae Yfh1-off respiration, WST-1 reduction, 72 h; higher fold induction means a stronger effect. fold induction at 50 µM; hits with a dose series show EC50 in µM. 0.074% of 220,000 active;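 active = fold induction of absorbance versus untreated yeast above a set limit, then at least 30% activation at any dose in follow-up; inconclusive = repeats straddling the limit, or above it without dose testing; inactive = fold induction below the set limit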;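 note: activators that raise dye reduction in frataxin-depleted yeast; strong numbers were not always called active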
West Nile antiviral: West Nile virus antiviral activity, cell-based, CPE readout (AID 1621); West Nile virus-infected cells, CPE inhibition; higher % means a stronger effect; 0.02% of 290,000 active; CPE inhibition, % at 10 µM, or IC50 in µM where a hit was titrated; in the data active = a potency from the dose series; inconclusive = CPE inhibition mostly from about 3.7% at the one dose, without a potency; inactive = the rest, 99 in 100 with CPE inhibition below about 2.2%; note: strong numbers were not always called active
WT yeast gro inh: growth inhibition of WT yeast, mitochondrial fusion screen. 2.1% of 190,000 active. inhibition, % at 10 µM. mitochondrial fusion phenotypic screen, WT strain; in the data active = inhibition above about 58%; tested in S. cerevisiae
UTI89 phage lysis: inhibition of K1F phage lysis, E. coli UTI89, bacterial capsule biogenesis inhibitors, alamar blue (AID 488966); 0.02% of 340,000 active; inhibition, % at 100 µM, or IC50 in µM where a hit was titrated; E. coli UTI89 K1F phage lysis, alamar blue, 2 h; higher % means a stronger effect;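 active = phage lysis inhibition, versus mean bacterial control, above a set limit; inconclusive = no clear call, values can overlap the other calls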;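 note: capsule biogenesis inhibitors block K1F phage lysis so surviving cells raise fluorescence; higher fluorescence means more inhibition of phage lysis; actives were called in the ten point dose series up to 300 µM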
XIAP displacement: XIAP antagonists, biochemical, IAP family, fluorescence polarization (AID 1018). XIAP BIR domain, fluorescence polarization peptide displacement; higher % means a stronger effect. displacement, % at 20 µM, or IC50 in µM where a hit was titrated. 0.007% of 200,000 active; in the data active = displacement above about 50%; note: a part of the inactive calls stands beside numbers as strong as those of hits
RSV antiviral HEp-2: inhibition of RSV-induced cytopathic effect – HEp-2 cells, primary 10 µM value included (AID 2391); HEp-2 cells, RSV-induced CPE inhibition; higher % means a stronger effect; one-dose CPE inhibition, % at 10 µM; IC50 in µM for titrated hits; 0.13% of 310,000 active; in the data active = a potency from the dose series; inconclusive = CPE inhibition mostly from about 23% at the one dose, without a potency; inactive = the rest, 99 in 100 with CPE inhibition below about 21%; note: strong numbers were not always called active
Dengue-2 NS5 capping: Dengue-2 NS5 methyltransferase inhibitors, primary screen, biochemical, confirmation dose response (AID 588689); Dengue-2 NS5 methyltransferase capping enzyme assay, biochemical; higher % means a stronger effect; inhibition, % at 25 µM, or IC50 in µM where a hit was titrated; 0.3% of 340,000 active; in the data active = a potency from the dose series; inconclusive = inhibition above about 29% without an active follow-up result
WT yeast gro inh mutant strain: also measured in WT yeast gro inh; calls as there; inhibition, %; mitochondrial fusion phenotypic screen, mutant strain inhibition
* = called active by the depositor; i = inactive; ? = inconclusive; · = no result given; [ ] = another dose, or the depositor's remark. Outcome played no part in choosing rows. Share with any hit: about 2.2%.

Fields: RSV antiviral HEp-2	CSM14.1 death rescue	WT yeast gro inh mutant strain	UTI89 phage lysis	XIAP displacement	Yfh1-depleted yeast	Dengue-2 NS5 capping	Large T inhibition	WT yeast gro inh	West Nile antiviral
CC(C)(C)c1nc2scc(-c3ccc(Cl)cc3)c2c(=O)o1
    2.0%	0.9%	-11	2.5%	-6.8%	i	2%	3%	-8	0.5%
CCCN(CCC)CCNC(=O)C1(O)c2ccccc2NC(=O)N1c1cccc(OC)c1 (stereo unspecified)
    0.2%	·	·	0.0%	·	·	3%	1%	·	0.1%
CN1CCN(S(=O)(=O)c2cccc(C(=O)Oc3ccc(C(C)(C)C)cc3)c2)CC1
    3.8%	·	·	0.0%[50 µM]	·	·	-5%	19%	·	·
CCN(C(=O)c1ccc2c(Cl)c3c(nc2c1)CCC3)c1cccc(C)c1
    ·	-1.4%	-8	·	0.3%	i	·	16%	42	0.5%
O=C(Cc1ccccc1)NNC(=O)C1CCN(c2ncccn2)CC1
    0.0%	-0.5%	-10	0.1%	-10%	i	-7%	7%	-17	-0.3%
CCOc1ccc(S(=O)(=O)N2CCC(C(=O)OCc3ccc(OC)cc3)CC2)cc1
    8.4%	·	·	0.3%[50 µM]	·	·	1%	10%	·	·
Cc1occc1C(=O)NNC(=S)Nc1ccccc1C(F)(F)F
    1.8%	0.3%	0	1.3%[50 µM]	-3.8%	·	-3%	8%	-11	·
CCCCc1c(O)c2ccccc2n(CCCC)c1=O
    0.9%	-1.0%	-9	1.6%[50 µM]	-1.9%	i	4%	2%	25	-1.1%
Cc1ccc(C)c(S(=O)(=O)N2CCN(C(=O)CNC(=O)c3ccc4ccccc4c3)CC2)c1
    4.9%	·	·	0.5%[50 µM]	·	·	-6%	12%	·	·
CC(/C(O)=C(\C#N)c1nc2ccccc2n1C)N1C(=O)c2ccccc2C1=O (stereo unspecified)
    ·	-0.8%	2	·	-4.1%	i	·	3%	16	0.1%
Cc1cc(NC(=O)c2c(Br)c(C)nn2C)no1
    2.1%	-0.6%	-7	3.7%	-6.9%	i	-5%	8%	-7	0.3%
Cc1cccc(C)c1NC(=O)CSc1nnc(-c2cccnc2)o1
    0.6%	-0.4%	4	0.1%	-0.1%	i	-12%	6%	-2	-0.1%
COc1ccc(OC)c(C2C3=C(CC(C)(C)CC3=O)Nc3nnnn32)c1 (stereo unspecified)
    0.8%	2.3%	20	-2.9%	-6.3%	i	-1%	14%	-4	-0.3%
COc1ccccc1CNC(=O)CSc1ccc(C(=O)Nc2ccccc2OC)cc1[N+](=O)[O-]
    1.9%	-2.6%	4	0.8%[50 µM]	-0.2%	i	-4%	9%	14	-0.5%
COc1cccc(N(CC(=O)NC2CCCC2)C(=O)CCC(=O)Nc2cc(C)on2)c1
    0.7%	·	·	0.8%	·	·	-3%	4%	·	-0.9%
O=C(Nc1ccccc1)N1CCCC2CCCCC21 (stereo unspecified)
    -0.6%	-4.6%	-6	1.1%	-3.6%	i	-1%	13%	2	-0.4%
CCCC(=O)O[C@H]1C[C@@H](C)N(C(=O)c2ccccc2)c2ccc(C)cc21
    12%	-0.6%	52	-0.1%	-8.8%	i	-9%	14%	23	0.0%
COCCCN1CN=C(NS(=O)(=O)c2ccc(C)cc2)NC1
    2.4%	·	·	-0.1%	·	·	0%	9%	·	-0.1%
O=C(NCc1cccs1)c1cc(-c2ccccc2)nn1CC1CC(c2cccnc2)=NO1 (stereo unspecified)
    -0.1%	·	·	1.3%	·	i	6%	4%	·	0.9%
Oc1cccc(C=NCc2ccccc2)c1
    0.5%	7.9%	19	0.2%	-4.3%	i	2%	6%	16	0.7%
CSc1nc(-c2ccccc2)nc(N2CCCC2)c1C(C)=O
    -0.4%	0.2%	0	2.9%	-6.7%	i	2%	9%	6	0.1%
Cc1cc(C(=O)N2CCCC(N3CCN(c4cccc(Cl)c4)CC3)C2)nn1C (stereo unspecified)
    -0.3%	·	·	0.3%	·	·	5%	2%	·	-0.7%
CCCn1c(=O)[nH]c(=O)c2c1nc(-c1ccc(OC)c(Br)c1)n2CCOC
    1.7%	0.4%	9	0.3%	-2.6%	i	-1%	12%	-7	-0.8%
COc1ccccc1OCCn1cc(/C=N/n2cnnc2)c2ccccc21
    4.0%	15%	-12	-0.1%	1.3%	i	-12%	9%	8	-1.6%
CC(C)(C)n1nnnc1C(c1cccnc1)N1CCN(c2ccccc2)CC1 (stereo unspecified)
    -0.6%	-0.9%	2	0.0%	-4.3%	i	-8%	3%	5	0.5%
Cc1ccn(-c2n[nH]c(C)c2[N+](=O)[O-])n1
    4.0%	0.5%	1	0.0%	-3.5%	i	·	-3%	-2	0.0%
COc1ccc(CN2CCN(CC=C(C)C)C(CCO)C2)cc1Cn1cccn1 (stereo unspecified)
    0.5%	-0.2%	-3	0.2%	-3.5%	i	0%	3%	-9	-0.1%
CCCC(c1nnnn1CS(=O)(=O)c1ccc(C)cc1)N1CCC(C(N)=O)CC1 (stereo unspecified)
    1.5%	·	·	-0.2%	·	·	1%	2%	·	-0.1%
N#Cc1ccc(OCC(=O)N/N=C/C2CC=CCC2)cc1 (stereo unspecified)
    0.4%	·	27	0.2%	-3.5%	i	-10%	13%	7	0.6%
Cc1ccc(CS(=O)(=O)c2ccc(C(=O)N3CCN(c4ccccn4)CC3)cc2[N+](=O)[O-])cc1
    -1.2%	2.3%	-1	0.2%	-3.8%	i	-4%	0%	4	0.8%
Cc1cc(-c2ccccc2)oc(=O)c1NC(=O)c1ccccc1
    3.5%	-1.6%	3	-0.6%	-4.1%	i	-5%	0%	13	0.3%
CN(C)S(=O)(=O)N1CCN(CC(=O)Nc2ccc(Br)cc2)CC1
    1.2%	·	·	-1.6%	·	·	-8%	8%	·	-0.4%
Cc1cc(NC(=O)CN2CCN(S(=O)(=O)c3ccc4ccccc4c3)CC2)no1
    -0.7%	-0.6%	-9	-0.8%	-9.4%	i	-6%	2%	-13	0.1%
Cc1cc(=O)oc2cc(OCC(=O)N3CCN(c4ccccc4)CC3)c(Cl)cc12
    2.3%	·	·	0.1%	·	·	-10%	7%	·	0.9%
Cc1cc(C)c(S(=O)(=O)Nc2ccccc2-c2ccccc2)c(C)c1
    11%	-1.0%	-5	-1.0%	-5.7%	·	4%	5%	-9	·
O=C(COc1ccccc1Cl)NCCCNC(=O)c1ccncc1
    0.8%	·	·	0.1%	·	·	-7%	7%	·	-0.2%
C/C(=N\NC(=O)c1nnn(-c2nonc2N)c1-c1ccccc1)c1cccnc1
    1.8%	·	·	-0.1%	·	·	1%	13%	·	-0.7%
COc1ccc(C)cc1-n1c(SCC(=O)Nc2cc(C)on2)nc2sc(C)c(C)c2c1=O
    -0.3%	-1.8%	7	6.4%	-7.1%	?	-3%	22%	6	0.3%
CC(NC(=O)C(=O)NN=C1CCCCCCCCCCC1)c1ccccc1 (stereo unspecified)
    0.9%	0.6%	9	1.3%	-3.6%	i	-3%	5%	11	0.4%
Cc1ccc(S(=O)(=O)N2CCC(=O)N(C(CO)C(C)C)CC2)cc1 (stereo unspecified)
    3.3%	-2.6%	4	-3.5%	-1.8%	i	0%	3%	14	0.1%
O=c1[nH]c2ccccc2nc1C(Cl)c1ccccc1 (stereo unspecified)
    1.4%	0.2%	-23	·	-13%	i	·	8%	-7	0.3%
CC(C)(CNC(=O)c1ccc(-c2cccc(C(F)(F)F)c2)o1)N1CCOCC1
    -1.5%	·	·	1.1%[50 µM]	·	·	-4%	5%	·	·
CCOC(=O)c1cc2cc3ccccc3cc2oc1=O
    3.0%	·	·	0.3%	·	·	-10%	6%	·	-0.4%
CC(NC(=O)Cc1ccc(S(=O)(=O)N2CCOCC2)s1)c1ccc(Cl)c(Cl)c1 (stereo unspecified)
    21%	·	·	0.4%[50 µM]	·	·	4%	12%	·	·
Nc1nonc1C(=O)N/N=C/c1ccncc1
    1.4%	2.7%	4	0.2%	-5.0%	i	-5%	6%	4	0.3%
CC1CCc2sc(C(=O)NNC(=S)NC3CC3)cc2C1 (stereo unspecified)
    4.5%	·	·	0.0%	·	·	-7%	2%	·	-0.7%
COc1ccc(OCCNc2cc(N3CCOCC3)ccc2[N+](=O)[O-])cc1
    19%	-2.1%	-3	5.2%	-4.3%	·	-2%	-3%	5	·
CCOc1ccc2nc(N3CCCC(C(=O)NCCCN4CC(C)CC(C)C4)C3)sc2c1 (stereo unspecified)
    2.6%	·	·	0.9%	·	·	1%	2%	·	59%
O=C1CSC(=Nc2ccccc2[N+](=O)[O-])N1
    2.7%	-0.6%	-6	0.0%	-2.9%	i	-4%	-3%	-20	0.3%
C=CCn1c(SCC(=O)Nc2ncc(Cc3cc(C(F)(F)F)ccc3Cl)s2)nnc1-c1ccncc1
    1.8%	-0.8%	2	0.0%	-5.3%	i	-1%	5%	9	-0.3%
CCn1c(SCC(=O)Nc2cc(C)nn2-c2ccccc2)nnc1-c1cccs1
    1.5%	·	·	0.1%	·	i	-10%	7%	·	-0.3%
COc1ccc2c3c([nH]c2c1)[C@H]1C[C@H]2[C@H](C[C@@H](O)[C@H](OC)[C@H]2C(=O)O)CN1CC3
    -0.3%	·	·	-1.2%	·	·	-10%	27%	·	·
O=C(Nn1c(=O)[nH]c2ccsc2c1=O)c1ccccc1
    0.1%	·	14	1.2%	-5.1%	i	-3%	14%	16	0.1%
CCc1cc(C(=O)Nc2cc(S(=O)(=O)N(C)C)ccc2C)sc1C
    14%	1.0%	6	-0.1%	-12%	i	-5%	7%	-16	-1.1%
Oc1ccccc1CNc1nccs1
    0.3%	·	·	0.1%	·	·	-5%	19%	·	-1.0%
O=C(N/N=C/c1ccco1)c1cc(-c2cccs2)[nH]n1
    1.6%	-1.3%	0	0.2%	-4.6%	i	-2%	19%	-7	-0.6%
CC(C)Cc1ccc(S(=O)(=O)N2CCCC2)cc1
    -0.1%	3.1%	-21	1.8%	-5.4%	i	0%	11%	29	-0.6%

Part of the list above, comma-delimited.
Structure,RSV antiviral HEp-2,CSM14.1 death rescue,WT yeast gro inh mutant strain,UTI89 phage lysis,XIAP displacement,Yfh1-depleted yeast,Dengue-2 NS5 capping,Large T inhibition,WT yeast gro inh,West Nile antiviral
C=CCn1c(SCC(=O)Nc2ncc(Cc3cc(C(F)(F)F)ccc3Cl)s2)nnc1-c1ccncc1,1.8%,-0.8%,2,0.0%,-5.3%,i,-1%,5%,9,-0.3%
CCn1c(SCC(=O)Nc2cc(C)nn2-c2ccccc2)nnc1-c1cccs1,1.5%,·,·,0.1%,·,i,-10%,7%,·,-0.3%
